Bioassay records from PubChem.
GC-A act = GC-A stimulated cGMP production enhancers – HEK293 GC-A cells, cGMP TR-FRET, EC30 ANP, primary screen. Atrial natriuretic peptide receptor 1 (Homo sapiens), P16066. 0% at EC30 ANP, 100% saturating ANP. activation, % at 10 µM. actives 0.14% (n = 370,000). AID 1671463, 2021; in the data active = activation above about 40%
Target sequence (P16066 whole entry, looked up): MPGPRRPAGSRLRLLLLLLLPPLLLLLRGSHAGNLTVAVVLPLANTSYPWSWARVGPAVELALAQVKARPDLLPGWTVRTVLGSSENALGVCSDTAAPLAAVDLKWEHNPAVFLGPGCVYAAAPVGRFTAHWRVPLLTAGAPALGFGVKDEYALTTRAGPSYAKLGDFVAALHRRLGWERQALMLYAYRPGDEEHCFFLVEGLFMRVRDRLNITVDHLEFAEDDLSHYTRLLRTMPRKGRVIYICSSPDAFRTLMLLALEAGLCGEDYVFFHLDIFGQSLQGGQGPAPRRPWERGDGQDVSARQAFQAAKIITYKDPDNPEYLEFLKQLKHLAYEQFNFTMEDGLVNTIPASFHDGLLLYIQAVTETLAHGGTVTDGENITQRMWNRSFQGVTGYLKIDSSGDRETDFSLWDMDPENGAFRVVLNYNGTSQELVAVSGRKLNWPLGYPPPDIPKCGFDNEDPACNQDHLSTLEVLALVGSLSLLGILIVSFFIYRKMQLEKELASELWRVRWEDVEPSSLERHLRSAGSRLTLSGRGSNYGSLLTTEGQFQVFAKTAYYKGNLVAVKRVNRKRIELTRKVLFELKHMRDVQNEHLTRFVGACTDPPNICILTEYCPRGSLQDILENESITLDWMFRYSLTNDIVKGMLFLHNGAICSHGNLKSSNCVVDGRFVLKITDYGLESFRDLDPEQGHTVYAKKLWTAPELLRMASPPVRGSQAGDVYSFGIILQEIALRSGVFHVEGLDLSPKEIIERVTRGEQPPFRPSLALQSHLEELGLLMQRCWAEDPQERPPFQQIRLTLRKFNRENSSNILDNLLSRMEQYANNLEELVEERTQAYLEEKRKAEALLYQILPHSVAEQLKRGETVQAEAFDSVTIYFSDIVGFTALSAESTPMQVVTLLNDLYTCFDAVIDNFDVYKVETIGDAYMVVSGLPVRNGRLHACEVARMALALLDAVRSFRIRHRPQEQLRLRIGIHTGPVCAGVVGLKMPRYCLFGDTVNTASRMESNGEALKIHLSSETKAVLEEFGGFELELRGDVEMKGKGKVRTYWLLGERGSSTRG
rCAG RNA binder = binders of r(CAG) RNA repeats, primary screen, biochemical, fluorescence | r(CAG) RNA repeat, TO-PRO-1 dye displacement fluorescence | inhibition, % at 3 µM | AID 651821, 2012 | actives 1.3% (n = 370,000);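 active = inhibition above the plate cutoff, the mean of all test compounds on that plate plus 3 SD, cut at about 35% in these data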;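 note: 0% = DMSO alone and 100% = 100 µM mitoxantrone as full dye displacement; higher means more dye released from RNA so lower well fluorescence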
proKLK7 act = proKLK7 zymogen activators, primary screen, biochemical, fluorescence intensity; Kallikrein-7 (Homo sapiens), P49862; purified proKLK7, EDANS-DABCYL substrate fluorescence; 100% is mature enzyme control, 0% vehicle; activation, % at 7 µM; actives 0.9% (n = 370,000); AID 652039, 2013;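 active = activation above the mean of all tested compounds plus 3 SD, computed per campaign excluding outliers beyond control limits, cut at about 13% in these data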
Tn6 DDE FP = inhibitors of Tn6 peptide binding to fibrin DD(E), primary screen, biochemical, fluorescence polarization, human fibrin, Tn6 probe | Fibrinogen beta chain (Homo sapiens), P02675 | Fibrin DD(E) TRITC-Tn6 fluorescence polarization displacement | inhibition, % at 8.3 µM | actives 0.21% (n = 370,000) | AID 720509, 2013;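 active = inhibition above a per-campaign cutoff: mean of compounds within control limits plus 3 SD, cut at about 15% in these data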;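 note: 0% = median of all compound wells on the plate and 100% = blocking peptide control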
NPR2 activator = human GC-B receptor activators, primary screen, HEK293 GC-B cells, cGMP TR-FRET, EC30 CNP. AID 1920062, 2024. actives 0.11% (n = 370,000). Atrial natriuretic peptide receptor 2 (Homo sapiens), P20594. 0% at EC30 CNP, 100% saturating CNP. activation, % at 10 µM;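 active = activation at 10 µM reaching about 35% in either raw or pattern-adjusted values, limit read from the data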
ASAP1 inh = inhibitors of human ASAP1 ArfGAP activity, primary screen, biochemical, fluorescence polarization; inhibition, % at 16.5 µM; actives 0.19% (n = 360,000); ASAP1-stimulated ARF1 GTP hydrolysis, GDP FP detection; in the data active = inhibition above about 25%;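 note: 0% = vehicle with enzyme and substrate and 100% = no enzyme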
ARFGAP1 inhibitor = inhibitors of rat ARFGAP1 GAP activity, primary screen, biochemical, fluorescence polarization, GDP tracer; ADP-ribosylation factor GTPase-activating protein 1 (Rattus norvegicus), Q62848; Arfgap1-stimulated ARF1 GTP hydrolysis, GDP FP detection; inhibition, % at 16.5 µM; actives 0.26% (n = 360,000); AID 651572, 2012;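 active = inhibition above a per-plate limit, mean inhibition of low control wells plus 3 SD, cut at about 25% in these data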;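 note: 0% = DMSO wells with enzyme and 100% = wells lacking Arfgap1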
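Repeats: one replicate per compound; assay system: rat Arfgap1 catalytic domain, aa 1-136; times: enzyme reaction 120 min at 25 °C after 20 min preincubation; detection: FP of antibody-bound GDP Alexa 633 tracer, ex 620/em 688 nm; benchmarks: high control wells lacking Arfgap1, low control full reaction with DMSO; reagent: human ARF1(Δ1-17)-GTP substrate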
GAA850 FXN act = FXN promoter activators, primary screen, cell-based, luciferase luminescence, HEK293 lucGAA850; activation, % at 6 µM; actives 0.56% (n = 360,000); HEK293 lucGAA850 FXN promoter luciferase reporter, 24 h; percent of 10 µM SAHA response;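 active = activation above the average of all compounds screened plus 3 SD, cutoff fixed separately per campaign, cut at about 7.5% in these data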;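 note: 0% = DMSO wells and 100% = 10 µM SAHA wells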
ADAM10 inh = human ADAM10 inhibitors, primary screen, biochemical, QFRET, HTS | Disintegrin and metalloproteinase domain-containing protein 10 (Homo sapiens), O14672 | recombinant ADAM10, EDANS/DABCYL FRET peptide cleavage, 3 h | inhibition, % at 7 µM | actives 0.62% (n = 370,000) | AID 720582, 2013;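 active = inhibition above a per-campaign cutoff equal to the mean of compounds falling between control-based bounds plus 3 SD, cut at about 20% in these data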;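 note: 0% = DMSO wells while the 100% control is not disclosed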
HGIII-sPLA2 inh = human group III sPLA2 inhibitors, primary screen, biochemical, QFRET, BODIPY PC-A2 liposome substrate. QFRET BODIPY PC-A2 liposome hydrolysis, fluorescence. inhibition, % at 12.2 µM. actives 0.56% (n = 370,000). Group 3 secretory phospholipase A2 (Homo sapiens), Q9NZ20;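 active = inhibition above mean plus 3 SD of compounds lying within the high and low control bounds, cut at about 19% in these data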;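 note: 0% = median of test compound wells and 100% = no enzyme DMSO wells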
The depositor's hits bear a star; i = inactive; . = not tested or not shown.

The line under a structure holds: rCAG RNA binder, GC-A act, NPR2 activator, HGIII-sPLA2 inh, GAA850 FXN act, Tn6 DDE FP, proKLK7 act, ADAM10 inh, ARFGAP1 inhibitor, ASAP1 inh
1) Cn1cccc1Cc1nnc(SCC(=O)Nc2cccc(F)c2)n1-c1ccc(F)cc1
    1.9, -2.7, -4.7, -27.3, -2.4, 0.6, 0.7, -6.8, -13.8, -6.0
2) O=C(CC1SC(N2CCCCC2)=NC1=O)Nc1ccc(C(=O)Nc2ccccc2)cc1 (stereo not drawn)
    3.1, 0.5, -3.1, -13.3, -0.1, 3.9, -0.2, 0.1, -6.4, 5.5
3) COc1ccc(-c2ccc(-c3noc(C4CCCCC4)n3)c(OC)n2)cc1
    0.1, -3.8, -4.2, -0.6, 2.2, 5.4, -6.4, -231.3, -0.1, -0.9
4) O=C(N/N=C/c1cc2c(cc1Br)OCO2)c1ccccn1
    -0.1, -7.0, -5.8, -2.0, 2.9, -0.5, -0.2, -8.6, 2.8, 4.3
5) CC(=O)OCC(=O)C1(O)CCC2C3CCC4=CC(=O)CCC4(C)C3(Cl)C(O)CC21C (stereo not drawn)
    -0.5, -4.3, -1.4, 5.7, 1.2, -2.8, 0.9, -10.9, 7.9, 10.6
6) COCn1c(-c2ccccc2)nc2ccccc21
    -2.3, -1.6, 3.3, 2.7, 3.4, 10.3, 0.2, -1.1, 2.8, -6.2
7) Cc1cccc(C(=O)N2CCC[C@H]2C(=O)N2CCC[C@H]2C(=O)NCc2ccncc2)c1
    2.1, 3.5, 3.4, 2.9, ., -1.5, 0.0, -0.5, 5.1, -5.0
8) CCN1C(=O)c2cccc3c(S(=O)(=O)NCCc4c[nH]c5ccccc45)ccc1c23
    13.4, -2.7, -3.0, -99.2, -3.4, -1.9, 15.1*, -60.2, 4.6, -4.3
9) CCC(C)(C)NC(=O)CN(Cc1ccccc1Cl)C(=O)CCC(=O)Nc1cc(C)ccn1
    -10.7, -2.4, 1.0, -24.0, 0.1, -0.3, 0.2, -0.1, -10.4, -4.3
10) CCN(CC)c1ccc(/C=N/NC(=O)Nc2ccccc2)cc1
    -1.3, -6.5, -3.8, -0.4, 3.3, -3.6, -6.4, -190.9, 3.5, -6.7

The last 2 entries of the part above come first, to join the parts.
The line under a structure holds: rCAG RNA binder, GC-A act, NPR2 activator, HGIII-sPLA2 inh, GAA850 FXN act, Tn6 DDE FP, proKLK7 act, ADAM10 inh, ARFGAP1 inhibitor, ASAP1 inh
9) CCC(C)(C)NC(=O)CN(Cc1ccccc1Cl)C(=O)CCC(=O)Nc1cc(C)ccn1
    -10.7, -2.4, 1.0, -24.0, 0.1, -0.3, 0.2, -0.1, -10.4, -4.3
10) CCN(CC)c1ccc(/C=N/NC(=O)Nc2ccccc2)cc1
    -1.3, -6.5, -3.8, -0.4, 3.3, -3.6, -6.4, -190.9, 3.5, -6.7
11) Cc1c(C(=O)OCC(=O)NC2CCCCC2)oc2ccccc12
    -2.0, -1.2, -5.4, -0.6, 2.1, -5.7, 0.0, -9.4, -9.9, 3.5
12) COc1ccc(/C=C/C(=O)Nc2ccc(-c3nnc4n3CCCCC4)cc2)c(OC)c1
    3.9, -4.3, 1.1, -7.7, -0.3, -11.1, -0.8, -33.6, 9.8, 3.6
13) CC(C)(C)NC(=O)C1c2ccccc2Oc2ccccc21
    0.6, 3.8, -0.9, 6.2, 1.0, 3.3, 0.5, -7.4, 5.3, -2.2
14) CCCNC(=O)C1(C)CCCN(C(=O)Cc2ccc(OC)c(OC)c2)C1 (stereo not drawn)
    15.7, -1.0, 3.4, 0.1, -1.3, 4.1, 0.0, -9.4, 4.6, 10.1
15) CC1(C(=O)N2Cc3ccccc3C2)CCN1C(=O)C1(c2ccc(Cl)cc2)CC1 (stereo not drawn)
    0.2, -3.5, -3.5, -2.1, 0.5, -9.7, -0.4, -2.3, -3.7, 12.3
16) N#Cc1ccccc1S(=O)(=O)N1CCN(C(=O)C2CCCC2)CC1
    -4.0, 5.8, 1.2, 0.1, -1.0, -2.8, 0.4, 2.6, 1.5, 6.1
17) COCCn1c(N)c(N(Cc2ccccc2)C(=O)C2CCCCC2)c(=O)[nH]c1=O
    -1.8, 2.8, 0.7, -2.9, 1.0, -4.1, 0.2, -2.6, -6.7, -4.7
18) COc1ccc(NC(=O)C2CCCN(S(C)(=O)=O)C2)cc1Cl (stereo not drawn)
    -3.6, -1.5, -0.7, -0.5, 1.7, 2.4, -0.1, 1.3, -6.3, -14.5
19) CCOC(=O)C1=C(C)N(C[C@@H]2CC[C@@H](Cc3ccc(-c4ccccc4)cc3)O2)C(=O)NC1c1ccc(C(F)(F)F)cc1 (stereo partly drawn)
    1.9, -3.1, 0.3, 10.7, 3.3, 5.1, 0.0, -11.9, 3.1, -2.8
20) COc1ccc(C(C)C)cc1S(=O)(=O)Nc1cccnc1
    5.0, 5.9, 6.7, 5.6, -0.3, 6.7, 0.2, 1.3, -5.9, -3.7
21) O=C(OCCCN=C1NS(=O)(=O)c2ccccc21)c1cccs1
    1.4, 1.9, 2.4, 4.1, 0.1, 2.9, -0.1, 5.4, -9.1, -6.5
22) COc1ccc([N+](=O)[O-])cc1NC(=O)C1CCCN1S(=O)(=O)c1cccs1 (stereo not drawn)
    3.6, 0.6, -2.2, 3.3, 0.5, 6.0, -0.1, -2.5, 13.1, -7.0
23) COc1ccc(-c2nc(CCNC(=O)c3cccs3)cs2)cc1
    1.2, -1.2, -11.1, -5.2, -0.2, -2.4, 0.1, -11.6, 1.0, -7.7
24) O=C(O)c1ccc2c(=O)n3c(nc2c1)/C(=C/c1ccccc1C(F)(F)F)CCCC3
    16.5, -3.3, 2.4, -9.3, 1.5, 1.0, 0.3, 4.3, -1.2, -18.6
25) COC(=O)c1sccc1NN1C(=O)c2ccccc2C1=O
    -2.3, 0.1, -0.1, 8.0, 0.0, 0.1, 0.1, -5.1, -5.0, -5.8
26) COc1cc(C2CC(C(F)(F)F)n3ncc(C(=O)O)c3N2)cc(OC)c1OC (stereo not drawn)
    -1.9, -0.8, 0.6, -0.1, -1.7, 9.4, 0.9, 8.9, -6.9, -9.1
27) CCN1C(=O)[C@H]2[C@@H](c3ccc(C(F)(F)F)cc3)N[C@]3(CCCN(Cc4ccc(Cl)cc4)C3=O)[C@H]2C1=O
    -1.2, 1.7, 1.5, -1.5, -4.3, 2.4, 0.7, -5.7, -2.7, 9.4
28) COc1cc(S(=O)(=O)NCC2OCCc3ccccc32)ccc1-n1cnnn1 (stereo not drawn)
    -2.3, 1.5, 1.2, -7.6, -1.8, -6.1, 0.6, -1.5, -5.5, 17.4
29) Cc1nn2cc(-c3ccc(N)cc3)nc2s1
    5.7, -8.4, -3.7, 3.3, -2.7, -4.9, 0.1, -3.2, -4.2, -4.4
30) O=c1oc2ccccc2c(O)c1/C=C1\C=Nc2ccccc21
    21.6, 0.9, 1.6, -9.6, 1.7, -8.2, -1.1, -18.9, -0.7, -14.7
31) COc1cc(/C=N\NC(=O)c2ccc(Cn3cc(Br)c([N+](=O)[O-])n3)o2)cc(OC)c1O
    7.8, 2.4, -3.2, -13.8, 0.4, -11.1, 0.3, 5.7, 9.7, 18.6
32) COc1ccc(S(=O)(=O)Nc2cccc(C)n2)c2ccccc12
    -2.9, -4.9, -4.0, -2.2, 3.5, 3.7, 0.5, -4.6, 2.5, 2.1
33) COCCNC(=O)c1ccc2c3n(nc2c1)-c1ccc(C)cc1CO3
    -4.6, 7.2, 4.9, -8.7, 2.1, 3.7, 8.1, -441.8, 5.2, 5.6
34) Cc1nc2sc3c(O)cc(=O)[nH]c3c2c(C)c1C
    5.4, 1.8, 6.7, -1.2, -2.4, -6.3, -1.9, -24.7, -6.0, -19.9
35) O=C(Nc1nccs1)C12CC3CC(C1)CC(C(=O)Nc1nccs1)(C3)C2
    -1.6, -9.4, -3.6, 3.8, -1.7, -5.7, 0.6, 8.4, -9.2, -6.8
36) O=C(O)c1ccc2nc(CO)[nH]c2c1
    0.8, 2.7, -0.8, 8.5, 0.1, -1.8, -0.1, 12.2, 13.0, 16.2
37) COc1ccc2c(c1OC)C(=O)OC2Nc1nc(-c2cc3cc([N+](=O)[O-])ccc3oc2=O)cs1 (stereo not drawn)
    2.0, 11.1, 0.6, 10.6, -1.8, -6.3, -0.3, -4.3, 9.4, 1.6
38) CC(C)Cn1c(O)c(N=NC(=O)c2cccc(S(=O)(=O)N3CCCCC3)c2)c2ccccc21
    4.5, 4.5, 3.2, -1.2, -1.1, -2.7, -0.2, 0.8, 2.4, -2.8
39) Cc1ccc2sc(-c3ccc(NC(=O)/C=C\C(=O)O)cc3)nc2c1
    32.6, 5.3, 0.2, -5.5, 1.5, -0.5, -4.8, i, -1.2, 0.2
40) Cc1nn(C(C)C(=O)Nc2ccc3c(c2)OCO3)c(C)c1[N+](=O)[O-] (stereo not drawn)
    1.9, -2.8, -1.1, 0.2, 4.4, 0.2, 0.4, 3.1, -3.0, -0.1
41) CC(=C1C(=O)c2ccccc2C1=O)N1CCN(c2ccccn2)CC1
    1.1, -2.6, -1.6, -6.6, -0.8, -4.4, -0.3, -1.0, 11.3, 7.9
42) CCn1nnnc1SCC(=O)c1cc(Cl)ccc1OC
    3.4, -0.4, 1.9, -22.7, 4.1, 0.8, -0.9, -11.5, -5.0, -6.0
43) O=C(CSc1nnc(CNC(=O)c2ccco2)o1)NC1CCCC1
    2.0, 2.0, -2.0, -5.0, -0.5, 15.9*, -0.3, 6.9, 4.1, 2.4
44) Cc1ccc(NC(=O)CCC(=O)OCCCC(F)(F)C(F)(F)F)cc1
    -6.4, 2.1, -2.8, 1.9, -1.1, 2.2, -0.5, 3.5, 0.8, 7.1
